# ASK1 primary: inhibitors of human ASK1 kinase. AlphaScreen MKK6 phosphorylation by ASK1, luminescence. 22,000 tested, 0.99% active. AID 1159602. inhibition, % at 7.44 µM; in the data active = inhibition above about 35%;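 also: 0% = median of compound wells and 100% = no enzyme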
# Target sequence (Q99683 whole entry, looked up): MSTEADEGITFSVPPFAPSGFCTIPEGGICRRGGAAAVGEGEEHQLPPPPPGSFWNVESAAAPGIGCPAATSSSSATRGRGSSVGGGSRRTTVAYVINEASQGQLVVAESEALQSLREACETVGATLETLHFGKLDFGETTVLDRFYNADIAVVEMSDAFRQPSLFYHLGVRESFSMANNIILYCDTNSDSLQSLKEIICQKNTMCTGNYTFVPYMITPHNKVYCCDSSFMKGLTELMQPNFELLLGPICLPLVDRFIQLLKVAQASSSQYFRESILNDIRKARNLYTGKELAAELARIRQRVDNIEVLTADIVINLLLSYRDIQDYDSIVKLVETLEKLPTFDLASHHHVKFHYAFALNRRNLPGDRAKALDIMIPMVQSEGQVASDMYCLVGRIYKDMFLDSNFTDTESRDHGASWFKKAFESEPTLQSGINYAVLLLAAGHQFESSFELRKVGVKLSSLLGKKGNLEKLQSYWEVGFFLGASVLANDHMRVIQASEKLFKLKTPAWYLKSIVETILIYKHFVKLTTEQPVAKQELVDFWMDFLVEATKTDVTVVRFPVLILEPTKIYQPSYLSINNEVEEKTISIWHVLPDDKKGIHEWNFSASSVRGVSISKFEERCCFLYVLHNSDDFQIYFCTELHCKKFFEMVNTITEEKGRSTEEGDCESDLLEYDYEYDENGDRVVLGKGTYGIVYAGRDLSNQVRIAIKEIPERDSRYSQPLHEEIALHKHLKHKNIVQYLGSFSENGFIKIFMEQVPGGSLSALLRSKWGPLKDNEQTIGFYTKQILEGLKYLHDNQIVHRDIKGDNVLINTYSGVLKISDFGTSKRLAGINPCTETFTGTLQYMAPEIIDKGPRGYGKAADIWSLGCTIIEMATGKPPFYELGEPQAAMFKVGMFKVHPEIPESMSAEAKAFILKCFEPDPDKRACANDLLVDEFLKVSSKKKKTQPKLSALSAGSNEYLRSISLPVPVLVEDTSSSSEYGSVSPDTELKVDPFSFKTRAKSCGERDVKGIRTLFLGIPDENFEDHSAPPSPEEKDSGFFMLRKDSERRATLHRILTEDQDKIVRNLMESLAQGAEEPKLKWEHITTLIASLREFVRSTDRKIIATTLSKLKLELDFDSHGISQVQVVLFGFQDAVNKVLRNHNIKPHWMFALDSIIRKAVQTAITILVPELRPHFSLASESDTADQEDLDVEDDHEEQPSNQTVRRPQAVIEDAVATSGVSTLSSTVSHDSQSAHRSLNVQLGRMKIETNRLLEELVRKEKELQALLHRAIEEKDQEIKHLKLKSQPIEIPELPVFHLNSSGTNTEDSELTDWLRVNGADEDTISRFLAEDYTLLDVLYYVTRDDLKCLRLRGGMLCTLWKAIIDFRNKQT
# ULK1 inh: inhibitors of human ULK1 kinase | AlphaScreen Atg13 phosphorylation by ULK1, luminescence | 30,000 tested, 1.9% active | inhibition, % at 5.96 µM | AID 1259251 | O75385; in the data active = inhibition above about 43%;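 also: 0% = median of compound wells and 100% = no enzyme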
# The depositor's hits bear a star; . = not tested or not shown.
Compound | ULK1 inh | ASK1 primary
Nc1nccc(-c2ccc3nc(C(=O)NCc4cc(F)cc(F)c4)cn3c2)n1 | 1 | 7
OC(CN1CCC(Nc2ccc3[nH]ncc3c2)CC1)c1ccc(Br)cc1F (stereo unspecified) | 15 | 8
c1ccc(OCCNc2nc(Nc3ncccn3)nc3nc[nH]c23)cc1 | 5 | 9
Nc1nc(Cl)cc(Nc2ccc(N3CCOCC3)cc2)n1 | -1 | 2
CC(C)n1c(N2CCN(c3ccccn3)CC2)nc2c(NC3CCN(Cc4ccccc4)CC3)ncnc21 | 7 | -14
COc1ccc(CCNc2nc(Nc3cnccn3)nc3c2ncn3-c2ccccc2)cc1 | 0 | 8
O=C(Cc1cn(-c2ccc(Nc3ccc4ncccc4c3)nn2)c2ccccc12)NCCN1CCOCC1 | -10 | 3
Cc1ccc(CNC(=O)c2cn(C)c3c(=O)n(-c4ccccc4)c(=O)[nH]c23)cc1 | 2 | .
COCCn1c(C)cc(O)c(C(c2cccnc2)N2CCCCC2)c1=O (stereo unspecified) | 9 | .
O=C1CCCN1CCn1cnc2c(NC3CCN(Cc4ccccc4)CC3)nc(NCCN3CCOCC3)nc21 | -11 | -14
c1ccc(CN2CCC(Nc3nc(Nc4ccncn4)nc4nc[nH]c34)CC2)cc1 | 17 | 7
CCN(CC)C(=O)C1CCCN(c2nc(NCCc3ccc(OC)cc3)c3ncn(C(C)C)c3n2)C1 (stereo unspecified) | -20 | 11

# Molecules from the list above that contain an aryl methoxy group, in the order listed:
Compound | ULK1 inh | ASK1 primary
COc1ccc(CCNc2nc(Nc3cnccn3)nc3c2ncn3-c2ccccc2)cc1 | 0 | 8
CCN(CC)C(=O)C1CCCN(c2nc(NCCc3ccc(OC)cc3)c3ncn(C(C)C)c3n2)C1 (stereo unspecified) | -20 | 11

# Further compounds.
Compound | ULK1 inh | ASK1 primary
Nc1cccc(-c2ccc(C(=O)Nc3ccccc3)s2)c1 | 10 | 13
O=C(NC1CC1)c1ccc(-c2ccc(C(=O)NCCc3ccc(O)cc3)s2)cc1 | -13 | 15
Cc1c[nH]c2ncnc(-c3ccc4c(C(=O)Nc5cccc(C(=O)NC(C)C)c5)n(CC5CC5)nc4c3)c12 | 50* | 13
O=C(NC1CC1)c1ccc2nc(NC3CCC(O)CC3)sc2c1 (stereo unspecified) | 6 | 1
Oc1ccc(CCNc2nc(-c3ccccc3)nc3c2ncn3C2CCCCC2)cc1 | -52 | 6
Cc1noc(C)c1-c1nc(Nc2ccccc2)c2ncn(-c3ccsc3)c2n1 | -3 | -11
Cc1cnc(N2CCN(c3ccccn3)CC2)nc1NC1CC1 | -8 | -8
O=C(NCc1cccnc1)c1cnc(NCc2cccnc2)s1 | -10 | 1
CCCCCOc1ccc(C2(C)NC(=O)N(C)C2=O)cc1 (stereo unspecified) | 3 | .
COc1ccc(CCNC(=O)c2csc(N3CCN(c4ccccn4)CC3)n2)cc1 | 3 | -10
Cc1[nH]ncc1-c1ccc(NC(=O)C2COc3ccccc3O2)c(N(C)CCN(C)C)c1 (stereo unspecified) | 2 | 7
C=CCN1CCN(c2c(Cl)cccc2Nc2ncccn2)CC1 | -5 | 2
NNC(=O)c1cccc(-n2nc(Cl)c3cc(Nc4ccccc4F)ccc32)c1 | -1 | 0
O=C(Nc1cnn(-c2cccc(C(=O)NC3CCOCC3)c2)c1)Nc1ccccc1Cl | 0 | 0
CC(=O)Nc1ccc(Nc2nc(-c3ccc(C(=O)N4CCN(C)CC4)cc3)nc3nc[nH]c23)cc1 | 10 | 2
c1ccc2c(c1)OCC(c1nc3ccc(-c4ccnc5[nH]ccc45)cc3[nH]1)O2 (stereo unspecified) | 8 | -14
CCCNc1ccnc(-c2c(C)noc2C)n1 | -8 | 0
CC(=O)c1cccc(-c2nc(NCCN(C(C)C)C(C)C)c3ncn(Cc4ccc(C(F)(F)F)cc4)c3n2)c1 | -13 | 1
C/C=C/c1ccc(OC)cc1 | -5 | .
CCOC(=O)Nc1c[n+](N2CCOCC2)no1 | -6 | .
COc1ccc2c(c1)CC(c1cc(=O)n3cc(-c4ccncc4)ccc3n1)CO2 (stereo unspecified) | 12 | -10
CCN(Cc1ccccc1)C(=O)/C(=C\c1ccc(OC)c(OC)c1)n1ccccc1=O | 6 | .
CC(=O)Nc1ccc(Nc2ncnc3c2nc(NCc2cccnc2)n3C(C)C)cc1 | 9 | 6
O=C(Nc1ccc2c(c1)OCO2)C1CCN(c2ccc(Nc3ccncn3)nn2)CC1 | 16 | -11
O=C(Cc1cn(-c2ccc(Nc3cnccn3)nn2)c2ccccc12)NCCc1ccc(O)cc1 | 21 | 17
O=C1OCCN1/N=C/c1ccc([N+](=O)[O-])o1 | 1 | .
Cc1ccc(-c2cc(=O)c3cc(NC(=O)c4ccccc4)ccc3o2)cc1 | -4 | .
CC(C)n1cnc2c(NCc3cccc(C(F)(F)F)c3)nc(N3CCc4ccccc4C3)nc21 | -7 | 10
CC(=O)c1cccc(-c2nc(NCc3cccc(C(F)(F)F)c3)c3ncn(-c4ccsc4)c3n2)c1 | 1 | 3
O=C(NCCCN1CCOCC1)c1cccc(-n2ncc3cc(Nc4ccccc4Cl)ccc32)c1 | -27 | -7
CC(C)(C)C(=O)N1CCC(n2c(C(F)(F)F)nc3cc(S(C)(=O)=O)ccc32)CC1 | 4 | .
FC(F)(F)c1ccc(Cn2cnc3c(NCc4ccccc4)nc(N4CCN(Cc5ccc6c(c5)OCO6)CC4)nc32)cc1 | -11 | 16
CCCNC(=O)c1ccc2nc(NC3CCN(Cc4ccccc4)CC3)sc2c1 | 2 | -13
COc1ccc(CCNc2nc(NC3CCC(O)CC3)nc3c2ncn3-c2ccccc2)cc1 (stereo unspecified) | -9 | 2
OCC1COC(Cn2cncn2)(c2ccc(Cl)cc2Cl)O1 (stereo unspecified) | 5 | .
CN1CC[C@H](Oc2cc(-c3cn[nH]c3)ccc2NC(=O)N(Cc2ccccc2)C2CC2)C1 | -2 | -5
Cc1nc(C)n(-c2ccc(Nc3cc(-n4ccnn4)ccn3)cc2)n1 | -2 | -12
CCCSc1ccc2nc(NC(=O)OC)[nH]c2c1 | -5 | .
CC(=O)Nc1ccc(Nc2cc(Nc3nccc4ccccc34)nc(N)n2)cc1 | -21 | 4
CCCNc1ncnc2nc(N3CCCC(C(=O)N(CC)CC)C3)[nH]c12 (stereo unspecified) | -7 | -10
COc1cc(Nc2nc(Nc3ncccn3)nc3c2ncn3CCN2CCCC2=O)cc(OC)c1OC | 23 | 2
COCC(=O)Nc1ccc(Nc2nc(C)cc(N3CCOCC3)n2)cc1 | 14 | .
CCCNc1nccc(-c2c(-c3ccc(F)cc3)nc3n2[C@H](CO)C[C@H]3C)n1 | 0 | 1
O=C1CCCN1CCCNc1nc(-c2ccc(N3CCOCC3)nc2)nc2nc[nH]c12 | 2 | -9
O=C(NCC(O)c1ccc(Cl)cc1)c1cc(-c2ccc3[nH]ncc3c2)c[nH]c1=O (stereo unspecified) | 9 | -13
O=C(NCCCN1CCCC1=O)c1ccc2nc(Nc3ncccn3)sc2c1 | 17 | -5
CCCc1nnc(-c2cc3ccccc3n2CC(=O)Nc2ccccc2)o1 | -8 | .
CN(Cc1cccc(N)c1)C(=O)Nc1ccc(-c2cn[nH]c2)cc1 | -7 | -1
c1csc(-c2nc(NC3CC3)c3[nH]cnc3n2)c1 | 3 | -2
CCOc1cccc2cc(-c3csc(NC(=O)c4c(F)cccc4F)n3)oc12 | -12 | .
COc1ccc(-c2ncc(C)c(NC3CC3)n2)cn1 | 8 | -8
CCOC(=O)OC(C)OC(=O)C1N2C(=O)C(NC(=O)[C@H](N)c3ccccc3)C2SC1(C)C (stereo partly specified) | 3 | .
O=C1CCCN1CCn1cnc2c(NC3CC3)nc(Nc3ccc(-n4ccnc4)cc3)nc21 | -13 | -13
Cc1cc(N)c2ccccc2[n+]1CCCCCCCCCC[n+]1c(C)cc(N)c2ccccc21 | 3 | .
O=C(Nc1ccc2[nH]ncc2c1)C1CCN(C(=O)[C@H](O)c2cccc(Cl)c2)CC1 | 0 | -22
Cc1nc(NC(C)c2ccccc2)cc(-c2cccnc2)n1 (stereo unspecified) | 26 | .
O=C(NCCO)c1ccnc(N2CCc3ccccc3C2)c1 | -3 | -15
COCCNc1cc(-c2ccccn2)nc(C)n1 | -1 | .
Cc1cncc2cccc(NC3CCN(C(=O)c4ccc(Br)cc4Cl)C3)c12 (stereo unspecified) | -17 | -7
COc1cc(NC(=O)c2cccc(-n3cc(NC(=O)Cc4ccccn4)cn3)c2)cc(OC)c1OC | 4 | 11

# 18 structures out of the list, sorted by molar mass, low to high:
Compound | ULK1 inh | ASK1 primary
COCCNc1cc(-c2ccccn2)nc(C)n1 | -1 | .
Nc1nc(Cl)cc(Nc2ccc(N3CCOCC3)cc2)n1 | -1 | 2
O=C(NCc1cccnc1)c1cnc(NCc2cccnc2)s1 | -10 | 1
c1ccc2c(c1)OCC(c1nc3ccc(-c4ccnc5[nH]ccc45)cc3[nH]1)O2 (stereo unspecified) | 8 | -14
CC(=O)Nc1ccc(Nc2cc(Nc3nccc4ccccc34)nc(N)n2)cc1 | -21 | 4
Cc1ccc(CNC(=O)c2cn(C)c3c(=O)n(-c4ccccc4)c(=O)[nH]c23)cc1 | 2 | .
NNC(=O)c1cccc(-n2nc(Cl)c3cc(Nc4ccccc4F)ccc32)c1 | -1 | 0
CCOc1cccc2cc(-c3csc(NC(=O)c4c(F)cccc4F)n3)oc12 | -12 | .
c1ccc(CN2CCC(Nc3nc(Nc4ccncn4)nc4nc[nH]c34)CC2)cc1 | 17 | 7
O=C(Nc1ccc2[nH]ncc2c1)C1CCN(C(=O)[C@H](O)c2cccc(Cl)c2)CC1 | 0 | -22
Oc1ccc(CCNc2nc(-c3ccccc3)nc3c2ncn3C2CCCCC2)cc1 | -52 | 6
CC(C)(C)C(=O)N1CCC(n2c(C(F)(F)F)nc3cc(S(C)(=O)=O)ccc32)CC1 | 4 | .
O=C1CCCN1CCn1cnc2c(NC3CC3)nc(Nc3ccc(-n4ccnc4)cc3)nc21 | -13 | -13
CC(=O)Nc1ccc(Nc2nc(-c3ccc(C(=O)N4CCN(C)CC4)cc3)nc3nc[nH]c23)cc1 | 10 | 2
O=C(NCCCN1CCOCC1)c1cccc(-n2ncc3cc(Nc4ccccc4Cl)ccc32)c1 | -27 | -7
Cc1c[nH]c2ncnc(-c3ccc4c(C(=O)Nc5cccc(C(=O)NC(C)C)c5)n(CC5CC5)nc4c3)c12 | 50* | 13
CC(C)n1c(N2CCN(c3ccccn3)CC2)nc2c(NC3CCN(Cc4ccccc4)CC3)ncnc21 | 7 | -14
O=C1CCCN1CCn1cnc2c(NC3CCN(Cc4ccccc4)CC3)nc(NCCN3CCOCC3)nc21 | -11 | -14

# The list continues:
Compound | ULK1 inh | ASK1 primary
Cc1cnc(NCc2ccc3c(c2)OCO3)nc1NCCO | 1 | -3
CC(C)(Oc1ccc(C2CCCc3ccccc32)cc1)C(=O)O (stereo unspecified) | -1 | .
O=C(NCCO)c1ccc2nc(-c3ccc(C(=O)NC4CC4)cc3)sc2c1 | -30 | 7
CCCCC(=O)Nc1ccccc1-c1nnn(CC(=O)Nc2ccc(OC)cc2)n1 | -2 | .
O=C(Nc1ccc2c(c1)OCO2)C1CCN(c2ccc(Nc3nccc4ccccc34)nn2)CC1 | 12 | 6
COc1ccc(-c2nc(N)c3ncn(Cc4ccc(C(F)(F)F)cc4)c3n2)cn1 | -31 | -9
CCn1c(C2COc3ccccc3O2)nc2ccc(-c3cn[nH]c3)cc21 (stereo unspecified) | -2 | 1
O=C(O)C(=O)c1ccccc1C(=O)C(Cl)c1ccccc1 (stereo unspecified) | 1 | .
O=C(Nc1ccc(N2CCOCC2)cc1)c1cnc(Nc2cnccn2)s1 | 9 | 22
O=C(NCc1ccccc1)c1csc(Oc2ccccc2)n1 | 5 | -12
COc1ccc(CCNC(=O)c2cnc(-c3ccc(N4CCOCC4)nc3)s2)cc1 | -8 | -8
Cc1ccc(C)c(NC(=O)CSc2ncc(CO)n2CC(=O)NCc2ccc(F)cc2)c1 | -11 | .
COc1ccc(CCNc2ncnc3nc(NCc4cccnc4)[nH]c23)cc1 | -1 | -24
OCC1CCCN1c1cc(NC2CC2)ncn1 (stereo unspecified) | -9 | 10
CC(C)n1c(N2CCN(Cc3ccc4c(c3)OCO4)CC2)nc2c(Nc3ccc(N4CCOCC4)cc3)ncnc21 | -2 | 20
Cc1noc(C)c1-c1nc(NC2CC2)c2ncn(CCN3CCCC3=O)c2n1 | 6 | -12
O=C(Nc1ccc(N2CCOCC2)cc1)c1ccc2nc(Nc3ccc(-n4ccnc4)cc3)sc2c1 | 11 | 2
CC(=O)Nc1ccc(Nc2nc(Cl)nc3c2ncn3-c2ccccc2)cc1 | 4 | -14
Cc1cccc(OCc2nc3ccc(-c4ccnc(N)n4)cc3[nH]2)c1 | 68* | 8
NC(=O)c1ccc(-c2cc(C(=O)NCc3ccccc3)ccn2)cc1 | -8 | -3
CC1(C)Cc2cccc(OCC(=O)Nc3ccc4c(c3)OCCO4)c2O1 | -19 | .

# For convenience, part of the list above:
Compound | ULK1 inh | ASK1 primary
CC(=O)Nc1ccc(Nc2nc(Cl)nc3c2ncn3-c2ccccc2)cc1 | 4 | -14
Cc1cccc(OCc2nc3ccc(-c4ccnc(N)n4)cc3[nH]2)c1 | 68* | 8
